# Screens from PubChem.
# STAT1 inh – inhibitors of IFN-gamma induced STAT1 signaling; 0.35% of 200,000 active; AID 920; inhibition, % at 5.5 µM; NIH 3T3 STAT1-luciferase reporter, luminescence;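 active means inhibition above a set limit, the mean inhibition across all tested compounds plus 3 SD, cut at about 34% in these data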;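 further: 0% = IFN-gamma with DMSO and 100% = IFN-gamma with 300 µM nifuroxazide; values of inactives mirror those of a sister screen read the other way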
# APP 5'UTR act – activates APP 5'UTR luciferase reporter. SH-SY5Y APP 5'UTR luciferase reporter, luminescence; zero percent = DMSO vehicle wells. activation, % at 2 µM. 1% of 190,000 active. AID 1276;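 active means activation above a set limit, based on mean plus 3 SD of controls, cut at about 140% in these data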; further: values of inactives mirror those of a sister screen read the other way
# ROMK primary – modulates human ROMK potassium channel activity; P48048; Tet-inducible ROMK, thallium flux fluorescence; actives lie on both sides; B-score at 10 µM; 2% of 130,000 active; AID 1918;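 active means signal ratio slope over the read window, or its plate-corrected B-score, at least 3 SD from the plate mean, either direction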;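 further: B-score of the F/F0 ratio slope over 7 to 12 s after thallium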
# Target sequence (P48048 whole entry, looked up): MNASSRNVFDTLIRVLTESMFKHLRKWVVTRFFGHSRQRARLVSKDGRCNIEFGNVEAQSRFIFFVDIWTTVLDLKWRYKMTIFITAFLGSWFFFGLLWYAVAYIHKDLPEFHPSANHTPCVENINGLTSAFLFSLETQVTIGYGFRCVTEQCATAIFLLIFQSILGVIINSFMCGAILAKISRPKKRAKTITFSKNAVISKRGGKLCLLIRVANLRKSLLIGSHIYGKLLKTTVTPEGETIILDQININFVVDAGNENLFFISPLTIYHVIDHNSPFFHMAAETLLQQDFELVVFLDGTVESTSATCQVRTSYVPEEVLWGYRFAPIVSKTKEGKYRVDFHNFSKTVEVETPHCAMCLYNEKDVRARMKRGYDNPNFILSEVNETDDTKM
# NF-kB neuron act – NF-kB expression increase, human neuronal cells; NF-kB reporter expression; active compounds read high; fold change at 12.5 µM; 1.6% of 190,000 active; AID 1239; in the data active means fold change above about 3.3
# APP 5UTR inh – APP translation inhibition; SH-SY5Y APP 5'UTR-luciferase reporter, luminescence; inhibition, % at 2 µM; 0.82% of 190,000 active; AID 1285;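 active means inhibition above a set limit, derived from the sample mean plus 3 SD, cut at about 45% in these data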; further: values of inactives mirror those of a sister screen read the other way
# STAT3 activator – activators of IL-6 induced STAT3 signaling | U3A cells, IL-6 STAT3-luciferase reporter, luminescence; 100% = signal with IL-6 EC80 alone | activation (% of control), % at 5.6 µM | AID 871 | 0.91% of 190,000 active;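 active means activation above the screen-wide mean of compound activation plus 3 SD, cut at about 130% in these data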;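 further: 0% = background luminescence of wells with medium and substrate only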
#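 system = STAT3-luciferase reporter U3A cells | reagent = IL-6 stimulus at 33 ng/mL final | timing = 1 h compound pre-exposure, 6 h IL-6 stimulation, 37 °C | measured by = luminescence | evaluation = % activation versus median of IL-6-stimulated wells | control set = IL-6-only wells as 100% reference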
# FLuc stim CS – firefly luciferase counter-screen for stimulation assays | P08659 | ATPlite luciferase biochemical, luminescence, 10 min; 0 = ATP-free wells, 1 = DMSO control | activation factor at 10 µM | 200,000 tested, under 10 active | AID 1027;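 active means luciferase activation factor, scaled between plate controls, of at least 2 with compound at 10 µM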
# Target sequence (P08659 whole entry, looked up): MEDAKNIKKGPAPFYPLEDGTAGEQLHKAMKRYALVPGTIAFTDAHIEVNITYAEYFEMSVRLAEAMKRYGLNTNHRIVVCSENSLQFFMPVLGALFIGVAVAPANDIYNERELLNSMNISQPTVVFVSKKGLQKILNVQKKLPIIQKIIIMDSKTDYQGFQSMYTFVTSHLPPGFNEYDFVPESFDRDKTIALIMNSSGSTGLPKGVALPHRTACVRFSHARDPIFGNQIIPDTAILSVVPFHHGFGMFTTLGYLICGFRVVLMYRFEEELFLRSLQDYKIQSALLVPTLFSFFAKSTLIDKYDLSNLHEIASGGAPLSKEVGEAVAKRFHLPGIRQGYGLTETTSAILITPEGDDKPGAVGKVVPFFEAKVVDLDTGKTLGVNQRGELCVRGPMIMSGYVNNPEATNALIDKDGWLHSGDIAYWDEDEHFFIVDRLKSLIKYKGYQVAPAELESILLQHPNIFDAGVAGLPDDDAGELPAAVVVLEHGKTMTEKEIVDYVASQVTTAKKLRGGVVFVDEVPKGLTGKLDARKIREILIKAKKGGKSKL
#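 Assay system: Luciferase/luciferin detection reagent, cell-free biochemical luciferase assay / Also added: ATP substrate / Schedule: 10 min at ambient temperature / Measured by: luminescence measurement of luciferase light output / Benchmarks: low control with PBS replacing ATP, high control enzyme plus ATP without compound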
# FLuc inhib CS – Photinus pyralis luciferase inhibition counter-screen; ATPLite firefly luciferase biochemical luminescence, 10 min; P08659; AID 1006; inhibition, % at 10 µM; 1.5% of 200,000 active;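 active means inhibition above about 50% when tested at 10 µM, limit read from the data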
# STAT1 activator – STAT1 signaling activation; activation (% of control), % at 5.5 µM; 2.6% of 200,000 active; NIH 3T3 STAT1-luciferase reporter, IFN-gamma, luminescence; 100% = IFN-gamma alone, no compound;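 active means activation above the screen-wide mean activation plus 3 SD, cut at about 130% in these data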;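 further: raw ratio to IFN-gamma control signal so 100% means no change and 0% no light; values of inactives mirror those of a sister screen read the other way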
# STAT3 blocker – inhibitors of IL-6 induced STAT3 signaling | U3A cells, IL-6 STAT3-luciferase reporter, luminescence; host cell line lacks STAT1 | 0.89% of 190,000 active | inhibition, % at 5.5 µM | AID 862;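 active means inhibition above the mean inhibition across all screened compounds plus 3 SD, cut at about 44% in these data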;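 further: 0% = DMSO only wells and 100% = 100 µM nifuroxazide control wells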
# An asterisk follows results filed as active; x = no result given.
SMILES,STAT1 inh,APP 5'UTR act,ROMK primary,NF-kB neuron act,APP 5UTR inh,STAT3 activator,FLuc stim CS,FLuc inhib CS,STAT1 activator,STAT3 blocker
CC1(C)CC2(CC(C)(C)NC(=O)N2)NC(=O)N1,-6.4,-0.1,1.38,1.05,0.1,98.2,1.1,-5.1,101.6,3.3
Cc1cccc2cc(COC(=O)c3ccco3)c(=O)[nH]c12,5.8,-10.2,0.456,1.01,10.2,108.1,1,4.5,94.7,-7.4
COc1ccc(NC(=S)NCCC(c2ccccc2)c2ccccc2)c(OC)c1,9.9,9.3,x,0.93,-9.3,85.4,1,-4.7,89.2,24.2
Cc1ccccc1C(=O)NNC(=O)Cc1cccc2ccccc12,8.4,-2.6,x,0.91,2.6,97.1,1.1,-6.2,92.2,5.0
COc1ccc2c(c1)S/C(=C\C(=O)c1ccncc1)N2C,-27.4,44.4,x,2.13,-44.4,89.1,0.7,33.5,125.0,21.2
COc1ccc(OCCC(=O)NCC23CC4CC(CC(C4)C2)C3)cc1,-8.1,14.6,0.326,1.54,-14.6,112.4,1,2.0,104.6,-9.8
O=C(c1ccc(CNc2c(N3CCCC3)c(=O)c2=O)cc1)N1CCc2ccccc2C1,2.2,-5.2,x,0.93,5.2,99.1,1,1.4,98.0,6.3
CCc1ccc2nc(SCC(=O)Nc3nnc(C)s3)c(C)cc2c1,-0.4,-41.0,0.915,1.01,41.0,101.1,1.1,-7.0,100.1,6.3
COc1ccc(NS(=O)(=O)c2cccc(C(=O)N/N=C(\C)c3ccncc3)c2)cc1,8.3,-5.9,0.38,1.25,5.9,92.3,1,-2.5,92.6,9.0
COC(=O)c1ccc2nc(NC(=O)CN3C(=O)CCC3=O)sc2c1,-0.9,-4.2,x,1.3,4.2,113.8,1,3.0,100.9,-11.0
Cc1cc(C(=O)NCC(=O)OCC(=O)NCCc2ccccc2)ccc1[N+](=O)[O-],-12.5,12.8,x,1.09,-12.8,104.7,1,-1.3,110.0,-0.7
O=C1CS/C(=C/C(=O)c2ccccc2)N1,-7.2,1.1,x,1.16,-1.1,101.0,1,-1.4,106.5,2.6
Cc1ccnc(NC(=S)NC(=O)c2cccs2)c1,-152.1,130.1,0.47,3.67*,-130.1,116.0,0.1,87.2*,237.4*,-14.6
Cc1sc(N)nc1-c1ccccc1,5.9,-3.5,-1.2,1.05,3.5,93.9,1,1.1,94.0,17.7
O=C(Nc1ccc(Cl)c(Cl)c1)N1CC=C(c2ccccc2)CC1,1.9,11.9,x,1.18,-11.9,88.7,1.1,-9.0,98.2,17.1
CCOCc1[nH]c(=S)[nH]c(=O)c1Cc1ccc(OCC)cc1,-4.9,-4.2,0.799,0.97,4.2,101.3,1,2.0,104.8,7.0
Cc1cccc(NC(=O)/C=C/c2ccc([N+](=O)[O-])s2)c1,16.0,-87.8,0.323,2.6,87.8*,110.3,1,1.6,85.3,-13.9
O=c1c2ccsc2ncn1Cc1ccccc1F,-1.2,-5.4,x,1.36,5.4,106.4,1.1,-5.0,101.1,4.0
O=C(O)COc1cccc(NC(=O)c2ccccc2)c1,-2.5,124.2,0.387,1.4,-80.7,102.5,1,2.0,101.3,3.5
N#CC1(C#N)C(c2ccccc2)OC23CCCCCC2C1(C#N)C(=N)O3 (configuration not stated),3.7,-1.8,x,1.26,1.8,98.3,1,-2.3,96.7,1.3
Cc1ccc(NC(=O)COC(=O)CCc2nc3ccccc3c(=O)[nH]2)c(Br)c1,0.4,25.0,0.743,1.04,-25.0,101.6,1,2.3,97.7,6.9
Cc1[nH]nc2c1C(c1ccsc1)C1=C(CC(C)(C)CC1=O)N2 (configuration not stated),4.4,0.4,-0.282,1.32,-0.4,91.0,1,1.3,96.4,12.7
O=C(CSc1nccc(=O)[nH]1)N1CCc2ccccc2C1,-2.2,4.7,-0.524,1.2,-4.7,98.6,1.1,-5.9,102.0,1.9
Nc1nc(NC(=O)c2ccccc2)nn1-c1ccccc1,-13.8,-0.6,-0.132,1.46,0.6,95.2,0.9,6.9,112.5,9.1
CN1CCN(CCC(=O)Nc2ccc(C3CCCC3)cc2)CC1,-2.9,2.5,-0.137,1.06,-2.5,101.6,1,-1.2,100.9,1.8
Cc1cc(Sc2ncnc(N)c2[N+](=O)[O-])ncn1,9.2,6.2,-0.967*,1.11,-6.2,108.2,1,-4.2,89.4,-8.8
CCCCc1cc(O)c(CCCC)c(O)c1,-10.4,55.0,-0.647,2.04,-55.0,95.5,1,-1.0,109.5,7.1
CCC(C)(C(=O)NC1CCCC1)N(Cc1cccs1)C(=O)c1ccccn1 (configuration not stated),-4.4,10.4,0.0048,1.14,-10.4,99.7,1,-3.1,103.3,11.9
CCC(C)NC(=S)N1CCN(C(c2ccccc2)c2ccccc2)CC1 (configuration not stated),0.1,7.8,-0.582,1.2,-7.8,99.6,1,0.0,100.0,-1.8
CCN(CC)C(=O)c1ccccc1NC(=O)CN1C(=O)c2ccccc2C1=O,0.7,4.4,-0.839,1.04,-4.4,96.6,1.1,-6.7,98.1,9.2
O=S1(=O)N=C(Oc2ccccc2)c2ccccc21,4.8,-8.0,x,1.21,8.0,107.8,1,0.5,95.6,-3.2
Nc1[nH]c(N=NC(=O)c2ccc(F)cc2)c2ccccc12,-8.2,58.6,0.144,1.34,-58.6,85.5,0.4,55.4*,107.3,15.6
O=C(Cc1ccccc1F)Nc1nc2ccccc2[nH]1,-18.2,-4.0,0.582,1.34,4.0,108.0,1,-2.0,113.7,-4.6
O=C(Nc1nc2ccc(F)cc2s1)c1ccccn1,69.7*,30.0,0.866,0.43,-30.0,21.8,0.1,90.2*,34.7,95.5*
COc1cc([N+](=O)[O-])ccc1N1C(=O)C2C3C=CC(C4CC34)C2C1=O (configuration not stated),-3.2,2.2,-0.144,1.15,-2.2,108.9,0.6,40.5,102.3,2.7
Nc1cc(N)nc(SCC(=O)Nc2ccc3c(c2)OCCCO3)n1,-1.9,9.4,0.674,1.33,-9.4,101.9,1,3.4,101.7,-0.3
CSCCC(NC(=O)C1CCC(C)CC1)C(=O)NCCN1CCC(C)CC1 (configuration not stated),0.3,3.5,0.684,1.1,-3.5,102.4,1,-3.5,100.4,-2.3
CC(C)CNC(=O)COC(=O)c1cc(S(=O)(=O)N2CCCCC2)ccc1N1CCOCC1,1.9,7.5,1.29,1.17,-7.5,93.3,1,-3.5,98.3,11.1
Cc1noc(/C=C/c2ccco2)c1S(=O)(=O)N1CCC(C(=O)Nc2ccc(Cl)cn2)CC1,-3.0,5.4,x,0.96,-5.4,107.4,1,-4.0,102.7,-8.1
Cc1cc2cc(CNS(=O)(=O)c3ccccc3)ccc2n1C,5.1,32.6,x,1.02,-32.6,105.5,1.1,-7.2,95.4,2.3
CCCc1nc2oc(C(=O)OCC)c(N)c2c2c1COC(C)(C)C2,5.2,-4.6,-0.248,0.84,4.6,88.6,1,-3.8,95.3,20.6
CCOC(=O)C(O)(CC(=O)c1ccc(Cl)cc1)C(=O)OCC,-4.0,4.9,0.608,0.9,-4.9,100.9,1.1,-6.6,103.4,4.6
CC(NC(=O)COC(=O)/C(=C/c1cccs1)c1cccs1)c1ccccc1 (configuration not stated),6.7,-1.8,-0.684,0.78,1.8,108.2,1.1,-8.7,94.0,-5.5
CCSc1nnc([C@H](Cc2ccccc2)NC(=O)OC(C)(C)C)o1,0.8,-14.1,0.256,1.16,14.1,98.5,1,-4.8,99.3,7.6
Cc1cccc(C)c1OCC(=O)OCC(=O)c1ccc2c(c1)NC(=O)CO2,4.0,-12.7,-0.295,1.11,12.7,107.9,1,-4.8,96.3,-3.0
NC(=O)[C@H](Cc1cc2ccccc2s1)NC(=O)[C@@H]1CC2(CC(c3cccc(NC(=O)[C@@H]4CCC(=O)N4)c3)=NO2)CN1C(=O)c1ccccc1 (some centres not stated),-7.2,3.4,0.528,1.7,-3.4,111.1,1,-2.9,106.5,-4.9
CCN1CCN(Cc2nc3c(c(=O)[nH]c(=O)n3C)n2Cc2ccccc2Cl)CC1,0.6,11.1,x,x,-11.1,113.3,1.1,-6.6,99.4,-10.6
c1ccc(CCNC2=NCCCS2)cc1,5.0,7.4,x,1.1,-7.4,92.7,1,-2.7,95.4,12.4
CCOC(=O)C1CCCN(CC(=O)NC2=Nc3ccccc3N=C(C)C2c2ccccc2)C1 (configuration not stated),5.7,-2.3,-2.06*,0.34,2.3,99.3,1.1,-9.9,98.0,2.3
CCC/C(=N\NC(=O)c1cccc(C)c1)c1ccccc1,-5.0,0.6,0.0491,1.24,-0.6,99.8,1,3.5,107.0,-2.3
S=C(c1ccc(-c2ccccc2Cl)o1)N1CCCCC1,-45.3,87.7,x,0.95,-87.7,98.1,0.5,48.6,141.4*,0.8
CCOc1c2ccc(C(=O)NCc3ccc(C)cc3)cc2nn1CCOC,1.2,10.0,-0.023,1.1,-10.0,96.8,1,-0.5,98.9,10.4
[O-]/C(=C(\C(=S)NCc1ccccc1)[n+]1ccccc1)c1ccc(Cl)s1,-2.7,12.4,-0.154,1.01,-12.4,102.3,1.1,-9.5,102.4,2.1
CCc1ccc(NC(=O)C(=O)N/N=C(\C)CC(=O)Nc2ccc(OC)cc2)cc1,-2.2,-4.7,0.0358,0.99,4.7,101.6,0.9,7.4,100.7,2.8
CCC(Cc1ccccc1)NC(=O)CN1C(=O)CSc2ncccc21 (configuration not stated),15.1,21.6,x,0.91,-21.6,95.2,1,-4.1,86.7,6.1
Clc1cccc(-c2nc3nc4ccccc4nc3n2Cc2ccco2)c1,-15.2,25.1,x,1.45,-25.1,134.6*,1,-1.8,114.0,-38.4
COC(=O)CN(c1ccc(C)cc1)S(=O)(=O)c1ccc2c(c1)n(C)c(=O)c(=O)n2C,5.0,0.8,x,0.88,-0.8,96.3,1,-0.5,95.5,8.2
COC(=O)c1cc2c(-c3ccccc3)cc3ccccn3c-2c1C(=O)OC,5.0,-13.5,-0.149,0.42,13.5,102.2,1,-4.7,95.4,-4.3
O=C(NCc1cn2ccccc2n1)c1ccco1,-12.8,12.5,x,1.15,-12.5,107.2,1,2.9,111.6,0.3
CCCC[C@@H]1CNC(=S)N1CCc1cccc2ccccc12,-0.6,2.9,x,0.93,-2.9,x,1.1,-6.0,102.0,x
COc1cc(/C=C(\C#N)c2nc3ccc(C)cc3[nH]2)c([N+](=O)[O-])cc1OC,10.9,21.2,-1.39,0.42,-21.2,104.9,1,-2.6,90.2,2.1

# Structures listed above printed as active in ROMK primary.
molecule	STAT1 inh	APP 5'UTR act	ROMK primary	NF-kB neuron act	APP 5UTR inh	STAT3 activator	STAT1 activator
Cc1cc(Sc2ncnc(N)c2[N+](=O)[O-])ncn1	9.2	6.2	-0.967*	1.11	-6.2	108.2	89.4
CCOC(=O)C1CCCN(CC(=O)NC2=Nc3ccccc3N=C(C)C2c2ccccc2)C1 (configuration not stated)	5.7	-2.3	-2.06*	0.34	2.3	99.3	98.0

# This is a random part of the collection; any-hit rate near 7.1%.
